SR-BI DiI-HDL act – activators of SR-BI mediated DiI-HDL uptake, primary screen, ldlA[mSR-BI] CHO cells, DiI fluorescence; activation, % at 12.5 µM; AID 504775, 2011; 3 h; 100 = double the neutral-control signal; 320,000 tested, 0.096% active;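 active means mean replicate activation of at least 60% and every replicate at or above 60%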;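 further: 0% = median plate neutral-control signal and 100% = twice that signal; values of inactives mirror those of a sister screen read the other way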
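Material: SR-BI-overexpressing, LDLR-lacking CHO cells; schedule: compound exposure 3 h, 37 °C; reagent: DiI-labelled HDL at 10 µg/mL final; technique: bottom-read fluorescence, 550/595 nm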
dFosB act – activators of delta FosB homodimer, primary screen, biochemical, fluorescence polarization, TAMRA-CDK5 oligo, single point; Protein FosB (Mus musculus), P13346; purified delta FosB; percent of positive-control signal above neutral wells; activation, % at 25 µM; 340,000 tested, 0.99% active;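 active means mean activation above about 17%, with every replicate also reaching it, limit read from the data, passing the limit was not always enough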;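 further: fluorescence polarization rise as delta FosB binds a TAMRA Cdk5 AP-1 oligo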
MITF TRPM1 HTS – activators of MITF-driven TRPM1 promoter reporter, primary screen, cell-based, SK-MEL-5, luciferase, single point | 300,000 tested, 0.75% active | SK-MEL-5 TRPM1-promoter luciferase, 24 h; % of positive control, neutral wells = 0 | activation, % at 12.5 µM;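 active means mean activation of at least 80% with every replicate also reaching 80%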;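 further: 0% = neutral control wells and 100% = parthenolide positive control wells; values of inactives mirror those of a sister screen read the other way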
Mot1-301 SUMO – yeast Mot1-301 growth rescue at high temperature, primary screen, SUMOylation pathway inhibitor project, S. cerevisiae, ATP luminescence, 38.5C; S. cerevisiae Mot1-301 growth rescue; percent above DMSO median, 100 means doubled; growth rescue, % at 18.8 µM; 320,000 tested, 1% active; AID 2716, 2010;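 active means every valid replicate shows activation above 250% relative to neutral control wells; inactive means the rest, any valid replicate at or below 250%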;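 further: OY570 slx delta 5 strain wells were the positive control but not used for scaling; some compounds called inactive have numbers as strong as hits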
NSD2 inh – NSD2 histone methyltransferase inhibitors, primary screen, biochemical, AlphaScreen, single concentration, set 2 | NSD2 peptide methylation, 120 min | inhibition, % at 12.5 µM | Histone-lysine N-methyltransferase NSD2 (Homo sapiens), O96028 | 310,000 tested, 0.54% active | AID 743445, 2014; in the data active means inhibition above about 50%
PKA-R2B act – activators of PKA-R2B holoenzyme, primary screen, biochemical, fluorescence polarization, Cy5-IP20, human. cAMP-dependent protein kinase catalytic subunit beta (Homo sapiens) + cAMP-dependent …. PKA-R2B holoenzyme dissociation; R2B truncated from residue 108, S112A mutant; 0% DMSO only, 100% 113 µM cGMP. activation, % at 11.4 µM. 340,000 tested, 0.079% active;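 active means activation above a cutoff set at the mean over all compounds plus 3 SD, cut at about 18% in these data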;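 further: higher means more holoenzyme dissociation and a rise in polarization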
DSG3 Ab inh – inhibitors of pemphigus antibody binding to DSG3, primary screen, biochemical, bead-based, flow cytometry, scFv-GFP; Desmoglein-3 (Homo sapiens), P32926; binding (percent of control), % at 10 µM; DSG3-coupled beads, scFv-anti-DSG3-GFP binding; hits give low values; 310,000 tested, 0.48% active; AID 588358, 2011;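 active means binding more than 3 SD below its plate's average and above zero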;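 further: hits lower antibody fragment binding to DSG3; some compounds called inactive have numbers as strong as hits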
Target sequence (P32926 whole entry, looked up, the tested form may be a part): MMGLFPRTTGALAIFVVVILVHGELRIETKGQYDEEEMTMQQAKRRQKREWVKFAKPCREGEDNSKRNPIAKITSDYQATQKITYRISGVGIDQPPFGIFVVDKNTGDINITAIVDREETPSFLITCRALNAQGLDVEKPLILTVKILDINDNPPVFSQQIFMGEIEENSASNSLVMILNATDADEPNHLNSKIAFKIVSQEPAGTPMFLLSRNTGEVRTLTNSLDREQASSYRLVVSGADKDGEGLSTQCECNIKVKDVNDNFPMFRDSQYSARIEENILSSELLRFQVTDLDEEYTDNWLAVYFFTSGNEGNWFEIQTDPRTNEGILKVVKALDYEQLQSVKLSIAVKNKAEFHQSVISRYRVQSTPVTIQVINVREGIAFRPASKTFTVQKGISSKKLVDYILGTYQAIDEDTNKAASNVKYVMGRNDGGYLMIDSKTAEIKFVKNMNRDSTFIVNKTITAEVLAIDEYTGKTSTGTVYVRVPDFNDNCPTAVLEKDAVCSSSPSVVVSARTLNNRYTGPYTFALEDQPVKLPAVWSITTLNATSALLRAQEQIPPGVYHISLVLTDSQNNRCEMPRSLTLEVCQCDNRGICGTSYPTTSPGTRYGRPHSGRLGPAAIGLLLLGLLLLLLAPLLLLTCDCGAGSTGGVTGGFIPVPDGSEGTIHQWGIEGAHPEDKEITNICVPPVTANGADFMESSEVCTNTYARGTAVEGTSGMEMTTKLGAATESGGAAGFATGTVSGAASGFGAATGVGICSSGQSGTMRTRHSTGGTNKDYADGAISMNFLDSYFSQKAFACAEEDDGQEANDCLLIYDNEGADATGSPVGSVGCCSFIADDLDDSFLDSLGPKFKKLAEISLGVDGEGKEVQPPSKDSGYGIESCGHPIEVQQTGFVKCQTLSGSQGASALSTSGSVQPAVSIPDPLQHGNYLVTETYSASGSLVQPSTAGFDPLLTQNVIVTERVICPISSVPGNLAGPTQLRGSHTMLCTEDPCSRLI
Arrestin-AP2 inh – inhibitors of beta-arrestin/AP2 binding, primary screen, biochemical, GPCR trafficking, flow cytometry; FITC-arrestin peptide / GST-AP2 beads; AP2 beta2 appendage carries R879A mutation; 340,000 tested, 0.31% active; inhibition, % at 10 µM;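 active means inhibition above a set limit, near 3 SD of compounds lacking own fluorescence, cut at about 54% in these data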;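 further: plate controls were DMSO wells for no effect and 5 µM unlabelled arrestin peptide for full effect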
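Measured by: flow cytometry, FL1 (488/535 nm); Material: AP2 appendage R879A on GSH beads; Evaluation: percent response; Timing: pre-incubation 12 min, peptide binding 1 h, room temperature; Also added: 50 nM FITC-arrestin peptide; Medium: PBS with 0.05% Tween 20 and 0.1% BSA.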
SR-BI DiI inh – inhibitors of SR-BI mediated HDL lipid uptake, primary screen, ldlA[mSR-BI] cells, fluorescence, single point; Scavenger receptor class B member 1 (Mus musculus), Q61009; ldlA[mSR-BI] CHO cells, DiI-HDL uptake fluorescence, 3 h; 320,000 tested, 0.96% active; inhibition, % at 12.5 µM;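 active means mean replicate inhibition of at least 70% and a set share of replicates each scoring 70 or more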;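 further: 0% = median of neutral control wells and 100% = median of positive control wells; values of inactives mirror those of a sister screen read the other way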
CDK5 p35 inh – inhibitors of human CDK5/p35 kinase, primary screen, biochemical, single concentration; inhibition, % at 10 µM; Cyclin-dependent kinase 5 (Homo sapiens) + Cyclin-dependent kinase 5 activator 1 (Homo …; AID 488839, 2010; 330,000 tested, 0.01% active; Recombinant CDK5/p35, ADP-Glo luminescence, 60 min;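 active means highest replicate inhibition of at least 50% and at least 75% of replicates reaching 50%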;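 further: plate controls were DMSO neutral control for no effect and GW8510 at 10 µM for full effect; many of its hits are not listed in these tables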
PKA-R1A activ – activators of PKA-R1A holoenzyme, primary screen, biochemical, fluorescence polarization, Cy5-IP20, bovine R1A, mouse PKAc | cAMP-dependent protein kinase type I-alpha regulatory subunit (Bos taurus) + … | PKA-R1A dissociation; scaled: DMSO 0%, 113 µM cGMP 100% | activation, % at 11.4 µM | 340,000 tested, 0.083% active | AID 504707, 2011;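 active means percent activation above the mean of all tested compounds plus 3 SD, cut at about 19% in these data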;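 further: higher means more PKAc released from R1A so a rise in polarization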
Numbers without * were called inactive; nt = no result given.

SMILES | SR-BI DiI-HDL act | dFosB act | MITF TRPM1 HTS | Mot1-301 SUMO | NSD2 inh | PKA-R2B act | DSG3 Ab inh | Arrestin-AP2 inh | SR-BI DiI inh | CDK5 p35 inh | PKA-R1A activ
Cc1cccc(C(=O)c2cnc3ccccc3c2-c2ccccc2)c1 | -43 | -5 | 1 | -18 | -2 | 8 | 98 | -5 | 43 | 0.5 | 8
Cc1nc(-c2ccc(C(=O)Nc3cccc(F)c3)cc2)cs1 | -40 | -4 | 3 | -1 | nt | -1 | 95 | 4 | 40 | 0.5 | 4
O=c1ccc2cc3c([nH]c4ccc(Br)cc43)oc-2c1O | -88 | -11 | -25 | -20 | nt | -6 | 70 | 72* | 88* | 12 | 0
CC1(C(=O)OCC(=O)NC(=O)NCc2ccccc2)CC1(Cl)Cl (configuration not stated) | 62* | -8 | 7 | -21 | 0 | -9 | 96 | 13 | -62 | -0.7 | 3
Cc1ccc(S(=O)(=O)N2CCC(C(=O)N3CCC[C@H]3C(=O)NCc3ccco3)CC2)cc1 | -2 | -1 | -6 | 84 | nt | -5 | 99 | 17 | 2 | 1.8 | 9
O=C1C(=O)N(Cc2cccnc2)C(c2cccc(O)c2)/C1=C(\O)c1ccc2c(c1)OCCO2 (configuration not stated) | 6 | -4 | -7 | -5 | -1 | 1 | 90 | 8 | -6 | nt | 3
CCCC(=O)Nc1nnc(Sc2ccc(N(C)C)cc2)s1 | 34 | 0 | -12 | nt | 2 | -2 | 105 | 16 | -34 | -1.8 | 0
O=C(CSc1nccc(=O)[nH]1)Nc1ccc(Br)c(Cl)c1 | 9 | -2 | 6 | -4 | 0 | -12 | nt | 7 | -9 | -2.1 | -9
Cc1cccc(C)c1OCC(O)CN1CCN(c2ccccc2)CC1 (configuration not stated) | nt | -2 | -8 | 57 | 3 | -1 | 110 | 8 | nt | 0.8 | 0
CCCCNC(=O)COC(=O)c1c2c(nc3ccccc13)/C(=C\c1cccs1)CC2 | -30 | -3 | 14 | nt | 0 | -1 | nt | 10 | 30 | -2.0 | -1
Cc1cc(/C=N/NC(=O)CC#N)c(C)n1-c1ccc([N+](=O)[O-])cc1 | -8 | -8 | 0 | 0 | 1 | -4 | 123 | 49 | 8 | 0.5 | -13
CC1CC2C3CCC4=CC(=O)C=CC4(C)C3(F)C(O)CC2(C)C1(O)C(=O)CO (configuration not stated) | nt | 1 | -1 | -47 | -1 | -6 | 87 | 37 | nt | 2.4 | -2
COc1cccc(N2CCN(C(=S)Nc3ccccc3OC)CC2)c1 | 9 | 1 | 10 | -4 | 5 | 0 | 92 | -1 | -9 | 1.5 | -3
COc1ccc(NC(=O)CN(c2ccccc2F)S(=O)(=O)c2ccc(C)cc2)c(OC)c1 | -31 | -2 | 3 | 13 | -4 | 2 | 97 | -7 | 31 | 1.3 | -4
Cc1ccc(OCc2nnc(SCC(=O)Nc3ccc(N4CCOCC4)cc3)o2)cc1 | 5 | -3 | -6 | -4 | nt | 5 | 97 | -1 | -5 | 2.1 | -6
COc1cc(OC)cc(C(=O)N[C@H](C(=O)OCC(=O)c2ccc(C)c([N+](=O)[O-])c2)C(C)C)c1 | -48 | -16 | -7 | -15 | -2 | -3 | 103 | 5 | 48 | 1.5 | 0
O=C(Nc1ccc2c(c1)OCO2)N1CCN(C/C=C/c2ccccc2)CC1 | 4 | -1 | -6 | 5 | 5 | 6 | 107 | -2 | -4 | 0.4 | -9
COc1ccc(-c2cc(C(=O)NN)[nH]n2)cc1 | 12 | -2 | 6 | -10 | -2 | -5 | 99 | -4 | -12 | 1.8 | -5
CC(=O)C1=C(Nc2ccc(C)cc2)CC(C)(O)C(C(C)=O)C1c1ccco1 (configuration not stated) | 19 | 4 | -11 | 6 | 10 | 0 | 105 | -12 | -9 | 1.4 | -4
Cc1ccc2nc(SCC(=O)N3CCCc4ccccc43)nc(=O)n2c1 | 11 | 2 | 2 | nt | -2 | -9 | 123 | -16 | -11 | -3.0 | -5
C=CCOc1ccc(/C=C2\SC(N3CCCCC3)=NC2=O)cc1 | -10 | -3 | nt | -8 | 2 | 3 | 100 | 15 | 10 | 0.0 | -7
COc1ccc(NC(=O)CSc2ccc3nnc(-c4ccccn4)n3n2)cc1 | 7 | -11 | 0 | -2 | -2 | 6 | nt | -10 | -7 | -2.7 | -6
Nc1ccc2c(c1)C(=O)c1ccc(N)cc1-2 | -19 | 1 | 32 | nt | 3 | 2 | 92 | 10 | 19 | 1.9 | 1
O=[N+]([O-])c1ncn(Cc2ccccc2Cl)n1 | 35 | 0 | 8 | -25 | -2 | -8 | nt | 6 | -35 | -0.9 | -7
O=C(O)CC(c1cccc(Cl)c1)n1cccc1 (configuration not stated) | -8 | 3 | 0 | 3 | 1 | -13 | 62 | 8 | 8 | -0.5 | 3
O=C(N/N=C\c1coc2ccccc2c1=O)c1ccco1 | 5 | -1 | nt | 461* | 0 | -3 | 93 | 4 | -5 | 1.2 | -5
Cc1nc(C(=O)Nc2ccc(Cl)cc2)sc1C1(C)CC(c2cccc([N+](=O)[O-])c2)=NO1 (configuration not stated) | -77 | 0 | -4 | -17 | nt | -11 | 101 | 9 | 77* | -3.3 | 14
COc1cc2c(cc1OC)CN(C(=S)Nc1ccc(Cl)cc1)CC2 | -15 | -2 | nt | -6 | -2 | 4 | nt | 25 | 15 | -0.9 | -10
O=C(CSc1nc2ccccc2nc1SCC(=O)N1CCOCC1)N1CCOCC1 | 1 | -5 | 0 | 34 | -3 | -9 | 96 | 8 | -1 | 0.6 | 2
CC(C)Cc1cc(C(=O)N2CCCC(CO)(Cc3ccc(F)cc3F)C2)n[nH]1 (configuration not stated) | 2 | -10 | -1 | -2 | 5 | -5 | 90 | -4 | -2 | -0.5 | -11
COc1ccccc1NC(=O)C(C)OC(=O)CC1CCCC1 (configuration not stated) | 15 | -11 | 2 | 6 | -4 | 3 | 114 | 10 | -15 | 1.7 | -1
C/C(=N\NC1=NCCN1)c1ccc(Cl)cc1 | 11 | -13 | 5 | -9 | -1 | 5 | 113 | 15 | -11 | -2.0 | -3
CCOc1cccc(CNn2cnnc2)c1OCc1ccccc1Cl | -35 | 8 | -5 | 4 | -2 | -6 | 100 | 6 | 35 | 3.3 | 2
CCCCSc1nnc(CNC(=O)C23CC4CC(CC(C4)C2)C3)n1Cc1ccccc1 | 10 | -22 | 7 | -27 | 2 | -3 | 93 | -14 | -10 | -1.2 | -13
O=[N+]([O-])c1cc(S(=O)(=O)N2CCCCCC2)ccc1Cl | -5 | -4 | -38 | nt | 2 | 6 | 102 | 20 | 5 | -0.7 | -4
Cc1cc(NC(=O)CC(C)C)c(=O)n(Cc2cccc(F)c2)c1 | 14 | 1 | nt | -4 | 1 | -22 | 93 | -18 | -14 | 0.8 | -8
O=C(C1CC1)N1CCN=C1SCc1ccccc1Cl | -8 | -3 | -1 | -7 | nt | 0 | 109 | 7 | 8 | -0.1 | -14
COc1ccc(-n2ccn3c(CCC(=O)N4CCN(c5cccc(C)c5C)CC4)nnc3c2=O)cc1 | -26 | -8 | 9 | -4 | 1 | 16 | 100 | 13 | 26 | 0.1 | -4
COc1cccc2sc(Nc3nc(-c4cc5ccccc5oc4=O)cs3)nc12 | -53 | -9 | -2 | 4 | -2 | 0 | 89 | -3 | 53 | 1.3 | 11
O=c1[nH]c2ccccc2nc1/C=C(\O)C(F)F | 35 | 4 | -4 | -12 | -3 | -1 | 126 | -1 | -35 | 1.4 | -1
CSCCC(NC(=O)c1ccc(Cl)cc1Cl)C(=O)OCC(N)=O (configuration not stated) | 6 | -5 | -6 | -25 | nt | 0 | 98 | 23 | -6 | -0.2 | -1
O=C(NCCc1ccc(Cl)cc1)C1CCCN(S(=O)(=O)N2CCCCCC2)C1 (configuration not stated) | -16 | 0 | -3 | 23 | -11 | -7 | 90 | -2 | 16 | 1.2 | 2
Fc1ccc(-c2n[nH]c(=S)c3ccccc23)cc1 | -9 | -1 | 5 | nt | -2 | 6 | 100 | -25 | 9 | -3.7 | 5
CCCC1(CCC)NC(=O)N(CC(=O)Nc2cccc(OC)c2)C1=O | -26 | -7 | -7 | -6 | 0 | 11 | 77 | -1 | 26 | -5.4 | 3
COc1cc(NC(=O)CN2C(=O)NC(CC(C)C)C2=O)cc(OC)c1OC (configuration not stated) | 29 | -6 | 2 | -15 | -4 | -7 | nt | 17 | -29 | 1.6 | 1
CCOC(=O)c1cc(NC(=O)c2c(C)noc2C)cc(C(=O)OCC)c1 | -31 | -13 | -7 | 2 | 0 | -1 | 104 | 5 | 31 | -4.9 | -14
N#Cc1nc(-c2ccccc2Cl)oc1N1CCCCC1 | -7 | -5 | 49 | -9 | 2 | -4 | nt | 36 | 7 | -0.8 | -6
O=C1CCN(CCc2ccccc2)CCN1CCO | -7 | -2 | -18 | -14 | nt | -3 | 105 | 5 | 7 | 0.7 | -3
COc1cccc(NC(=O)N2CCCC2C(=O)NC(C)C)c1 (configuration not stated) | 20 | -4 | nt | 38 | 0 | -3 | 84 | -9 | -20 | -0.7 | -5

Screening data as filed in PubChem.

Outcome played no part in choosing rows; about 4.7% have a hit in one of these screens.
